# NS5 inhibitors: flavivirus cap methylation enzyme inhibition – biochemical, confirmation dose response, primary screen (AID 588689); Dengue-2 NS5 methyltransferase capping enzyme assay, biochemical; higher % means a stronger effect; one-dose inhibition, % at 25 µM; IC50 in µM for titrated hits; 340,000 compounds, 0.3% hits; in the data active = a potency from the dose series
# Yfh1-depleted yeast: enhancers of respiration in Yfh1-depleted yeast, dose response, Friedreich's ataxia, plus single-dose screen (AID 1465); S. cerevisiae Yfh1-off respiration, WST-1 reduction, 72 h; higher fold induction means a stronger effect; fold induction at 50 µM, or EC50 in µM where a hit was titrated; 220,000 compounds, 0.074% hits;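 active = fold induction of absorbance versus untreated yeast above a set limit, then at least 30% activation at any dose in follow-up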;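 note: activators that raise dye reduction in frataxin-depleted yeast; strong numbers were not always called active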
# NTR1 agonist: agonists of NTR1, primary screen, imaging, U2OS cells, beta-arrestin-GFP, high content (AID 493036). 330,000 compounds, 0.17% hits. activation, % at 20 µM. P30989. NTR1-U2OS beta-arrestin-GFP spot imaging, agonist mode;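 active = activation at or above 40% of the spot to cytoplasm intensity ratio, with at least 20 cells analyzed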;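 note: 0% = DMSO without peptide and 100% = 100 nM NTR1 peptide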
# Target sequence (P30989 whole entry, looked up): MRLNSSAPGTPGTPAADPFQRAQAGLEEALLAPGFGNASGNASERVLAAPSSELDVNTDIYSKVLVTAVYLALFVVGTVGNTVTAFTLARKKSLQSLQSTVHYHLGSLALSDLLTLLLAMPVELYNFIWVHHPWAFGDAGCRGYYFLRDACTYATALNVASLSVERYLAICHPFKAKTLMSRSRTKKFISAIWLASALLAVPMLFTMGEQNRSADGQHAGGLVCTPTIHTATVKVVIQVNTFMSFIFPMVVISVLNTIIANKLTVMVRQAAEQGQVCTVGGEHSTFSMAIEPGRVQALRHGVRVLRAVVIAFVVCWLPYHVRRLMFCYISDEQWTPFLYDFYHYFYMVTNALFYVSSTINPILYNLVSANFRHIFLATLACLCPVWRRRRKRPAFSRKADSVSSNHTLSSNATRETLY
# GPR55 activation: selective activators of receptor GPR55 – imaging, U2OS cells, beta-arrestin-GFP redistribution, primary screen (AID 1961). U2OS GPR55 beta-arrestin-GFP redistribution imaging; higher % means a stronger effect. 290,000 compounds, 0.048% hits. activation, % at 10 µM, or EC50 in µM where a hit was titrated;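 active = activation above 40% with more than 50 cells counted in the well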;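 note: U2OS osteosarcoma cells stably expressing GPR55 and beta-arrestin-GFP; plate controls were DMSO negative control for no effect and LPI positive control for full effect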
# GPR55 LPI antagonism: GPR55 antagonists blocking LPI-driven arrestin recruitment, primary screen, imaging, U2OS, beta-arrestin-GFP, LPI agonist (AID 2013); one-dose inhibition, % at 10 µM; IC50 in µM for titrated hits; U2OS GPR55 beta-arrestin-GFP translocation imaging, LPI antagonism; higher % means a stronger effect; 290,000 compounds, 0.13% hits;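 active = spots per cell inhibited over 60%, with over 100 cells counted and total cytoplasm intensity under 500,000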;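 note: U2OS cells stably carrying GPR55 and arrestin-GFP stimulated by 5 µM LPI near EC80; imaged beta-arrestin-GFP aggregate spots per cell after agonist stimulation; plate controls were LPI-stimulated DMSO wells for no effect and DMSO wells without LPI for full effect; some results filed as inactive read as strong as hits; confirmed hits need IC50 under 10 µM and bright autofluorescent wells are also inconclusive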
# AID2073: inhibitors of Mint1-CaV2.2 protein interaction, biochemical, HTRF (AID 2073) | one-dose inhibition, % at 20 µM; IC50 in µM for titrated hits | 290,000 compounds, 0.19% hits | HTRF protein-protein interaction, Mint1-CaV2.2; higher % means a stronger effect; in the data active = inhibition mostly above about 51%, no sharp cut-off; note: some results filed as inactive read as strong as hits
# Rac1 GTP hydrolysis: MgcRacGAP GTPase-activating activity inhibitors, confirmation, biochemical, ADP Hunter fluorescence. inhibition, % at 30 µM; hits with a dose series show IC50 in µM. MgcRacGAP-stimulated Rac1 GTP hydrolysis, ADP Hunter fluorescence; higher % means a stronger effect; GST-tagged Rac1 F28L mutant substrate. 340,000 compounds, 0.6% hits. AID 624330;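 active = first-screen hits whose inhibition reached a set limit at any dose in the follow-up dose series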;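 note: fluorescence reports GDP produced by GAP-driven GTP hydrolysis; strong numbers were not always called active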
# SV40 large T antigen: SV40 large T antigen inhibitors, biochemical (AID 1903) | 310,000 compounds, 0.39% hits | SV40 large T antigen ATPase/helicase inhibition assay; higher % means a stronger effect | inhibition, % at 20 µM, or IC50 in µM where a hit was titrated; in the data active = a potency from the dose series; note: strong numbers were not always called active
# GPR35 antagonists: inhibition of zaprinast-stimulated GPR35 beta-arrestin translocation – imaging, U2OS, beta-arrestin-GFP, zaprinast agonist, primary screen (AID 2058) | one-dose inhibition, % at 10 µM; IC50 in µM for titrated hits | 290,000 compounds, 0.052% hits | U2OS GPR35 beta-arrestin-GFP translocation imaging, zaprinast antagonism; higher % means a stronger effect;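 active = inhibition of at least 50% with at least 30 cells and total cytoplasm GFP at most 10,000,000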
# NTR1 agonist cell count 20 µM: further read-out of NTR1 agonist, marked with its call; cell count; measured here: cell count, cytotoxicity flag
# NS5 inhibitors pilot replicate: also measured in NS5 inhibitors; calls as there; inhibition, %; measured here: pilot screen replicate inhibition
# * = called active by the depositor; i = inactive; x = no result given.
SMILES,NS5 inhibitors,Yfh1-depleted yeast,NTR1 agonist,NTR1 agonist cell count 20 µM,GPR55 activation,GPR55 LPI antagonism,AID2073,Rac1 GTP hydrolysis,SV40 large T antigen,GPR35 antagonists,others
CC(=O)Nc1ccc(NC(=O)C2CC(=O)Nc3nc4ccccc4n32)cc1 (stereo unspecified),0%,i,0.8,50,0.0%,3%,4%,8%,24%,0%,
CC(C)c1ccc(NC(=S)NCc2ccc3c(c2)OCO3)cc1,1%,i,2.2,52,1.0%,-11%,-11%,-3%,9%,0%,
CCOC(=O)Nc1nnc(-c2ccc(OC)c(OC)c2)s1,-9%,i,-0.9,48,0.2%,6%,8%,7%,3%,-4%,
COC(=O)c1ccccc1NC(=S)NC(=O)c1ccc(C)cc1,-7%,i,5.9,73,-0.1%,-4%,-19%,12%,8%,11%,
Cc1csc2ncc(C(=O)NCc3ccccc3Cl)c(=O)n12,-1%,i,5.5,49,-0.5%,6%,-1%,3%,5%,-9%,
COc1ccc(Cc2nnc(SCC(=O)NC(C)c3ccccc3)o2)cc1 (stereo unspecified),-6%,i,2.7,94,-0.2%,8%,-6%,6%,12%,1%,NS5 inhibitors pilot replicate=-4.7
CCCCn1c(/N=C/c2ccccc2NS(=O)(=O)c2ccc(C)cc2)nc2ccccc21,-1%,i,x,x,-0.1%,45%,9%,-3%,19%,-13%,
N#C/C(=C(/O)CN1CCOCC1)c1nc2ccccc2s1,2%,i,0.1,62,0.0%,-2%,12%,4%,8%,-12%,
COc1ccc(-c2cc(C(=O)N3CCN(C(=O)c4ccco4)CC3)[nH]n2)cc1,-8%,x,2.2,77,0.5%,-11%,22%,-4%,-13%,-7%,
COC(=O)c1cccc([N+](=O)[O-])c1CN1CCCC(C(N)=O)C1 (stereo unspecified),-8%,i,1.2,62,-0.3%,17%,7%,11%,5%,-13%,
Cc1ccc(SCC(=O)NCCN2C(=O)CSC2=O)c(C)c1,-6%,i,-1.8,85,0.2%,3%,9%,2%,2%,-20%,
O=C(Cn1nc(Cc2cccnc2)c2ccccc2c1=O)N1CCN(C(=O)c2ccco2)CC1,-1%,i,2.7,47,0.3%,1%,3%,4%,-2%,-3%,
OC(C#CCN1CCCCC1)c1ccccc1 (stereo unspecified),-6%,i,0.3,60,-0.2%,8%,8%,5%,-2%,-13%,
Fc1ccccc1N1CCN(Cc2cccnc2)CC1,5%,i,1.2,80,0.4%,13%,0%,17%,6%,3%,
Cc1cc(OCCCCn2ccnc2)cc(C)c1Cl,-13%,i,0.9,32,0.0%,-7%,9%,8%,7%,10%,
COc1ccc(CNC(=O)c2c(O)c3cccc4c3n(c2=O)CCC4)cc1OC,3%,i,0.5,51,-0.1%,0%,6%,2%,20%,0%,
Cc1nnc(NC(=O)c2ccc3c(c2)OCO3)s1,8%,i,0.8,50,-0.1%,7%,-8%,4%,0%,6%,
O=[N+]([O-])c1ccc(Cl)cc1Sc1nc2ccccc2o1,-3%,i,3.0,54,-0.3%,1%,-6%,4%,4%,23%,
Cc1ccc(C)c(N2CCN(C(=O)Cc3ccc(NC4=NC5CS(=O)(=O)CC5S4)cc3)CC2)c1 (stereo unspecified),-2%,x,14,46,-0.1%,-7%,11%,15%,4%,-8%,
COc1ccc(C(=O)c2ccccc2O)c(O)c1,-1%,x,-1.3,68,x,x,x,2%,22%,x,
CC(C)(C)N1CC(OC(N)=O)C1,3%,i,-1.1,84,0.6%,3%,2%,3%,10%,3%,
CC(C)(C)CC(=O)NC(=S)Nc1ccccc1[N+](=O)[O-],-5%,i,0.1,42,-0.1%,5%,-12%,1%,50%,0%,
O=C(NCc1nc2ccccc2[nH]1)C1=C[C@H](C2CC2)C[C@H](OCCCCO)O1,-2%,i,1.3,61,-0.1%,-14%,-10%,2%,5%,-5%,
COCCn1c(SCC(=O)Nc2ccc(F)cc2F)nc2c([nH]c3ccccc32)c1=O,-1%,x,1.0,55,0.0%,6%,36%,9%,7%,-7%,
CN1C(=O)CS(=O)c2ccc(C(=O)NC3CC3)cc21 (stereo unspecified),5%,i,1.1,62,0.3%,10%,-11%,6%,15%,7%,
# More entries follow:
SMILES,NS5 inhibitors,Yfh1-depleted yeast,NTR1 agonist,NTR1 agonist cell count 20 µM,GPR55 activation,GPR55 LPI antagonism,AID2073,Rac1 GTP hydrolysis,SV40 large T antigen,GPR35 antagonists,others
CCOc1ccccc1NC(=O)C1CCN(S(=O)(=O)c2c(C)nn(C)c2C)CC1,1%,i,-1.8,68,-0.2%,-20%,-4%,13%,4%,-1%,
O=[N+]([O-])c1ccc2oc(-c3ccccc3)nc2c1,1%,i,0.5,39,0.1%,-16%,23%,11%,1%,-17%,
CCCCN(C(=O)CSCC(=O)Nc1ccc(OC)cc1)c1c(N)n(CCC)c(=O)[nH]c1=O,-6%,x,0.2,54,x,x,x,8%,6%,x,
COc1cccc2cc(C(=O)N3CCCc4ccccc43)oc12,-7%,x,0.7,61,-0.2%,3%,-11%,7%,11%,1%,
CSc1nc(-c2ccco2)nn1C(=O)c1ccc(Cl)cc1,x,x,x,x,-0.1%,21%,-13%,x,5%,-8%,
CCOC(=O)CNC(=O)COc1coc(CN2CCN(c3ccccc3)CC2)cc1=O,-1%,x,0.9,67,-0.1%,-4%,5%,12%,5%,18%,
CCCOc1ccc(NC(=O)C2CC(=O)N(C)C(=Nc3cccc(OC)c3)S2)cc1 (stereo unspecified),1%,i,4.0,97,-0.2%,4%,8%,1%,x,6%,
Cc1[nH]c(C)c(S(=O)(=O)N(Cc2ccccc2)C(C)C)c1C(=O)N1CCCC1,-1%,x,-0.2,64,-0.1%,2%,-1%,7%,10%,-8%,
O=C(CN1C(=O)CSc2ccccc21)Nc1ccc2c(c1)OCCO2,-3%,i,1.2,43,-0.2%,-2%,7%,9%,1%,-10%,
COc1cccc(SCC(=O)N2CCN(c3ccccc3)CC2)c1,4%,i,0.9,46,-0.2%,-9%,46%,2%,13%,1%,
COC(=O)c1ccccc1NC(=O)NCCc1ccccc1OC,-5%,i,-0.8,53,-0.2%,11%,-11%,11%,6%,10%,
CCOCC(O)CNC(=O)c1ccc2nc(Cc3ccc(OC)c(OC)c3)oc2c1 (stereo unspecified),-2%,x,0.8,61,-0.1%,-4%,6%,13%,-1%,4%,
O=S(=O)(c1ccccc1)c1nc(-c2ccccc2)oc1NCc1cccnc1,-7%,i,-0.7,32,0.2%,15%,-6%,0%,0%,17%,
CCCn1cc(SCC(=O)NC2CCCC2)c2ccccc21,1%,x,1.8,67,-0.1%,11%,-5%,6%,4%,8%,
CC(=O)c1c(O)c2cccc3c2n(c1=O)CCC3,-7%,x,1.4,83,0.0%,1%,6%,11%,2%,6%,
O=C1[C@@H]2CSCN2C(=O)CN1Cc1cccc(C(F)(F)F)c1,-4%,x,-0.7,71,-0.2%,-4%,5%,0%,4%,-2%,
CCOc1ccc(S(=O)(=O)N2CCC(C(=O)NC3CCCCC3)CC2)cc1,1%,x,0.5,54,0.2%,11%,1%,1%,3%,1%,
COC(=O)/C(=N/Nc1ccccc1Cl)Sc1nnc(C(O)c2ccccc2)n1-c1ccccc1 (stereo unspecified),5%,i,-1.2,83,0.2%,5%,-20%,11%,12%,16%,
CCCCN(C(=O)CSCc1c(C)noc1C)c1c(N)n(CCCC)c(=O)[nH]c1=O,-9%,x,0.1,51,x,x,x,5%,10%,x,
COc1ccc(O)c(/C=N/c2sc(C)c(C)c2C#N)c1,-3%,i,1.2,88,-0.1%,1%,7%,12%,29%,8%,
O=C(NNC(=S)Nc1ccccc1Cl)c1ccccc1,-5%,x,1.1,44,0.2%,3%,-16%,7%,34%,-6%,
COCCNc1nc(C)cc(-c2cc(C(=O)NC3CCCC3)on2)n1,-3%,i,-0.5,100,-0.1%,-4%,-2%,10%,-8%,13%,
Nc1nc(SCC(=O)Nc2ccccc2)[nH]c(=O)c1NC(=O)c1cccs1,-3%,i,5.4,95,-0.3%,5%,6%,6%,9%,0%,

# Gathered by group, the entries above with an NH in an aromatic ring
SMILES,NS5 inhibitors,Yfh1-depleted yeast,NTR1 agonist,NTR1 agonist cell count 20 µM,GPR55 activation,GPR55 LPI antagonism,AID2073,Rac1 GTP hydrolysis,SV40 large T antigen,GPR35 antagonists,others
COc1ccc(-c2cc(C(=O)N3CCN(C(=O)c4ccco4)CC3)[nH]n2)cc1,-8%,x,2.2,77,0.5%,-11%,22%,-4%,-13%,-7%,
O=C(NCc1nc2ccccc2[nH]1)C1=C[C@H](C2CC2)C[C@H](OCCCCO)O1,-2%,i,1.3,61,-0.1%,-14%,-10%,2%,5%,-5%,
COCCn1c(SCC(=O)Nc2ccc(F)cc2F)nc2c([nH]c3ccccc32)c1=O,-1%,x,1.0,55,0.0%,6%,36%,9%,7%,-7%,
CCCCN(C(=O)CSCC(=O)Nc1ccc(OC)cc1)c1c(N)n(CCC)c(=O)[nH]c1=O,-6%,x,0.2,54,x,x,x,8%,6%,x,
Cc1[nH]c(C)c(S(=O)(=O)N(Cc2ccccc2)C(C)C)c1C(=O)N1CCCC1,-1%,x,-0.2,64,-0.1%,2%,-1%,7%,10%,-8%,
CCCCN(C(=O)CSCc1c(C)noc1C)c1c(N)n(CCCC)c(=O)[nH]c1=O,-9%,x,0.1,51,x,x,x,5%,10%,x,
Nc1nc(SCC(=O)Nc2ccccc2)[nH]c(=O)c1NC(=O)c1cccs1,-3%,i,5.4,95,-0.3%,5%,6%,6%,9%,0%,

# Compound activity from PubChem BioAssay.

# Rows are unselected (roughly 1.7% active in at least one column).
